# PPARg SRC-2 ag: agonists of SRC-2 recruitment by human PPARgamma | PPARgamma LBD-SRC-2 recruitment, biochemical | P37231 | 0.34% of 200,000 active | activation, % at 8 µM; in the data active means activation above about 22%;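 further: 0% = vehicle and 100% = reference agonist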
# Target sequence (P37231 whole entry, looked up, the tested form may be a part): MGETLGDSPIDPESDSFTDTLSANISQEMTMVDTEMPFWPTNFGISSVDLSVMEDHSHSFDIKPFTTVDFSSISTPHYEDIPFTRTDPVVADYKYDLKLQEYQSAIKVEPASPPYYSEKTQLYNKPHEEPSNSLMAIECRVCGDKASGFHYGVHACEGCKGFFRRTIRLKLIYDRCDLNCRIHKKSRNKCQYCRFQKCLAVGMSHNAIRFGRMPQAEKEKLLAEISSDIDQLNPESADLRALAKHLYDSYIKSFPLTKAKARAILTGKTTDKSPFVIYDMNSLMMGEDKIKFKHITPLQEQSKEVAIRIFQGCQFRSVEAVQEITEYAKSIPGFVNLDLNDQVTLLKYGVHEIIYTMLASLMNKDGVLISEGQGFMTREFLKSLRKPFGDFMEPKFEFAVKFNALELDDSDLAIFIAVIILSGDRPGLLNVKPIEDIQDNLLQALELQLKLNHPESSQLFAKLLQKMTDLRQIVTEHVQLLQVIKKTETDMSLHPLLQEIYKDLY
# PPARg SRC-3 ag: agonists of human PPARgamma SRC-3 coactivator recruitment | activation, % at 8 µM | AID 731 | biochemical PPARgamma/SRC-3 coactivator recruitment assay | 0.26% of 200,000 active | P37231; in the data active means activation above about 23%;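 further: 0% = DMSO and 100% = reference agonist; some compounds past the cut are filed as inactive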
# S1P3 antagonist: blocks the human S1P3 receptor; Q99500; CHO S1P3 NFAT-BLA reporter, FRET fluorescence, antagonist mode; inhibition, % at 4.98 µM; 0.27% of 170,000 active; AID 485;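 active means inhibition above the plate cutoff, the mean inhibition of test wells on that plate plus 3 SD, cut at about 28% in these data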;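 further: cells challenged with S1P at its EC80 of 0.8 µM; blue over green emission ratio from cleaved BLA substrate after 4 h stimulation; 0% = S1P-stimulated wells and 100% = unstimulated DMSO-only wells; some compounds past the cut are filed as inactive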
# Target sequence (Q99500 whole entry, looked up): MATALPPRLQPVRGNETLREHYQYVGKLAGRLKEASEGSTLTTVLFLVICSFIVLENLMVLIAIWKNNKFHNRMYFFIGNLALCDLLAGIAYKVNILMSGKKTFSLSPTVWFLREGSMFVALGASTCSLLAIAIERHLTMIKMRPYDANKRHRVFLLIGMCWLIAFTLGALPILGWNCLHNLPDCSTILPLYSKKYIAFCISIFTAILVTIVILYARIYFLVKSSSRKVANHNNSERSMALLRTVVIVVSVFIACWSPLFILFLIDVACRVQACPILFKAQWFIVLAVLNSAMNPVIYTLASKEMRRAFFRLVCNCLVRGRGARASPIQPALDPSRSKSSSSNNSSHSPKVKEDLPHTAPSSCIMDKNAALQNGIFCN
# RAM network inh: inhibitors of the yeast RAM network; inhibition, % at 50 µM; S. cerevisiae dse1pr::URA3 reporter, 5-FOA growth OD615, 2 d; analog-sensitive cbk1-as2 kinase mutant strain; AID 868; 1.8% of 190,000 active;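 active means inhibition above a set limit, 3 SD over mean compound inhibition, cut at about 8.4% in these data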;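 further: 0% = DMSO-only wells with no growth and 100% = 10 µM 1-NA-PP1 full growth; inhibition rescues growth on 5-FOA so higher OD means more RAM inhibition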
# PPARg SRC-1 ag: agonists of human PPARgamma SRC-1 coactivator recruitment; PPARgamma-SRC-1 coactivator recruitment biochemical assay; activation, % at 8 µM; 0.41% of 200,000 active; AID 631; in the data active means activation above about 19%;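 further: 0% = DMSO and 100% = reference agonist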
# STAT3 act: increases IL-6 driven STAT3 reporter signal; U3A cells, IL-6 STAT3-luciferase reporter, luminescence; 100% = signal with IL-6 EC80 alone; activation (% of control), % at 5.6 µM; 0.91% of 190,000 active; AID 871;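 active means activation above the screen-wide mean of compound activation plus 3 SD, cut at about 130% in these data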;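 further: 0% = background luminescence of wells with medium and substrate only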
#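 Test system: Human STAT1-deficient U3A cells with stable STAT3-luciferase reporter | Also added: Interleukin-6, 33 ng/mL | Timing: Compound pre-incubation 1 h before IL-6, then 6 h stimulation at 37 °C | Technique: Luciferase reporter luminescence | Read-out: Percent of IL-6-only median luminescence | Benchmarks: IL-6-only wells as 100% reference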
# STAT3 inh: reduces IL-6 driven STAT3 reporter signal; U3A cells, IL-6 STAT3-luciferase reporter, luminescence; host cell line lacks STAT1; inhibition, % at 5.5 µM; 0.89% of 190,000 active; AID 862;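 active means inhibition above the mean inhibition across all screened compounds plus 3 SD, cut at about 44% in these data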;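 further: 0% = DMSO only wells and 100% = 100 µM nifuroxazide control wells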
# TLR4-MyD88 BLA: inhibitors of human TLR4-MyD88 binding. 0.18% of 200,000 active. HeLa CL3-4 TLR4/MyD88 BLA complementation, FRET ratio. inhibition, % at 8.4 µM. O00206+Q99836. AID 861; in the data active means inhibition above about 25%;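 further: 0% = vehicle and 100% = reference inhibitor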
# ROMK mod: human ROMK K+ channel modulation, primary screen | P48048 | Tet-inducible ROMK, thallium flux fluorescence; actives lie on both sides | B-score at 10 µM | 2% of 130,000 active;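 active means signal ratio slope over the read window, or its plate-corrected B-score, at least 3 SD from the plate mean, either direction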;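 further: B-score of the F/F0 ratio slope over 7 to 12 s after thallium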
# STAT1 blocker: inhibitors of IFN-gamma induced STAT1 signaling. NIH 3T3 STAT1-luciferase reporter, luminescence. inhibition, % at 5.5 µM. 0.35% of 200,000 active. AID 920;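 active means inhibition above a set limit, the mean inhibition across all tested compounds plus 3 SD, cut at about 34% in these data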;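 further: 0% = IFN-gamma with DMSO and 100% = IFN-gamma with 300 µM nifuroxazide; values of inactives mirror those of a sister screen read the other way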
# TR-FRET SRC-2 ct: TR-FRET artefact, counter-screen to PPARgamma/SRC-2 agonist assay. 0.4% of 200,000 active. AID 1049. stronger effect = higher value. TR-FRET ratio at 8 µM; in the data active means TR-FRET ratio above about 2000; further: inactives centre near 1500
# * = called active by the depositor; · = no result given.
# Values run as follows: PPARg SRC-2 ag	PPARg SRC-3 ag	S1P3 antagonist	RAM network inh	PPARg SRC-1 ag	STAT3 act	STAT3 inh	TLR4-MyD88 BLA	ROMK mod	STAT1 blocker	TR-FRET SRC-2 ct
CC(=O)N1C(C)(C)CC(=NOC(=O)c2ccccc2)CC1(C)C
    6	-2	-9	4.1	4	98	8	12	0.77	-3	1560
CC(=O)c1ccc(OCC(O)CN2CCN(CCO)CC2)cc1 (configuration not stated)
    8	17	-6	0.7	8	106	-2	7	·	3	1677
CCOc1ccc(NC(=O)CCSc2nc3c(c(CC)c2C#N)C(=O)CC(C)(C)C3)cc1
    6	-7	·	2.7	2	97	4	-6	-1	2	1628
O=C(Nc1ccc(N2CCN(C(=O)c3ccco3)CC2)c(Cl)c1)c1cccs1
    9	11	-2	3.3	7	98	5	12	-1.9	-2	1451
CCc1c(O)nc(SCC(=O)N(CC)CC)[nH]c1=O
    8	1	-15	0.5	4	97	6	0	0.016	1	1696
Cc1ccc(/C(O)=C2\C(=O)C(=O)N(CCN(C)C)C2c2ccccc2F)cc1 (configuration not stated)
    11	-1	-20	1.3	-6	97	10	-15	·	-3	1531
N#Cc1ccc(CSCC(=O)NN=C2CCCC2)cc1
    0	-3	-5	0.8	2	104	-3	-3	0.053	-6	1551
COc1cccc([C@@H]2Oc3ccc(OC)cc3C(=O)[C@H]2OC(=O)Nc2cc(OC)c(OC)c(OC)c2)c1
    11	9	-6	4.4	6	105	-8	-7	2.3	8	1517
COc1ccc(Oc2c(C)oc3c(CN4CCOCC4)c(O)ccc3c2=O)cc1
    6	4	·	1.3	10	96	6	-10	·	-3	1527
O=C(Nc1ccc(F)cc1F)N1CCCCC1c1cccnc1 (configuration not stated)
    -9	4	15	0.5	4	98	5	-7	0.24	0	1551
Cc1cc(C)nc(NS(=O)(=O)c2ccc(NC(=S)NC(=O)c3ccco3)cc2)n1
    -8	1	-20	0.1	-4	107	-8	-16	0.051	7	1695
Cc1cc(Cl)ccc1OCC(=O)NCCCCc1ccccc1
    -4	-1	-10	4.3	-5	95	5	-8	·	-6	1509
O=c1c2ccccc2n(Cc2ccc(Cl)cc2)c(=O)n1Cc1ccco1
    0	3	7	2.5	-4	112	-10	0	1.3	3	1653
O=C(Cn1c2ccccc2c(=O)c2ccccc21)N/N=C/c1cc([N+](=O)[O-])ccc1N1CCCCCC1
    7	-1	·	6.8	-8	103	4	9	-0.037	-4	1427
O=C(N/N=C/c1cccc([N+](=O)[O-])c1)c1cnccn1
    5	-2	2	0.4	-2	96	5	4	-0.77	-3	1555
COc1ccc2c(c1)C(=NN)c1cc(OC)ccc1-2
    9	17	·	1.9	3	93	12	-1	·	-22	1690
O=C(Cc1c(Cl)cccc1Cl)OCC(=O)N1CCN(C(=O)c2ccco2)CC1
    6	1	-21	-0.1	2	97	7	-8	-0.25	5	1634
O=C(Nc1ccc(Br)c(Cl)c1)c1ccco1
    8	-2	34	0.5	4	116	-16	-2	·	-40	1512
CSc1ccccc1Sc1cc(C(=O)O)c2ccccc2n1
    -5	-2	-5	-1.0	-1	121	-22	-5	·	15	1523
COc1ccc(-c2c(C)n([O-])c3c([n+]2=O)CCC3)cc1OC
    0	3	5	2.8	1	102	1	8	-0.16	0	1520
Cc1ccc(-c2nc(N)s[n+]2-c2ccccc2)cc1
    3	3	4	0.5	3	98	0	-7	-1.1	-1	1633
CCOc1ccc(NC(=O)C(=O)N/N=C\c2ccc(CNS(=O)(=O)c3ccccc3)o2)cc1
    -10	5	-11	3.4	-7	118	-26	2	·	-12	1565
CC(NC(=O)/C=C/c1ccco1)c1nc2ccccc2n1Cc1cccc(Cl)c1 (configuration not stated)
    13	6	-9	0.9	5	107	-10	-12	·	2	1486
O=C(CSc1nnc(-c2cccnc2)s1)Nc1ccc(C(=O)O)cc1
    12	6	-59	2.3	3	89	9	10	·	-4	1477
Cc1nc2c(cc1C(=O)N/N=C/c1ccc([N+](=O)[O-])cc1)c(=O)n(C)c(=O)n2C
    7	-3	-3	4.7	8	96	8	3	·	1	1660
Cc1cc(C)n(-c2c(C)[nH]c3ccccc23)n1
    4	0	-6	0.5	-3	106	5	-1	0.76	18	1410
CCOCCCNC(=O)c1[nH]c(C)c(C(C)=O)c1C
    10	1	23	0.7	3	101	7	-7	-0.52	-3	1738
CC(C)[C@H](NC(=O)c1ccccc1F)C(=O)Nc1nc2c(s1)CCCC2
    -3	-4	2	-0.7	2	110	-15	-24	0.42	-13	1469
N#Cc1c(N)nc2c(c1-c1ccncc1)CCCCCC2
    13	4	-4	·	6	101	2	15	-0.81	-2	1531
Cc1ccc(S(=O)(=O)N2CCOCC2)cc1C(=O)OCC(=O)N1c2ccccc2NC(=O)C1(C)C
    5	8	·	1.9	1	94	6	-6	0.64	12	1631
COc1ccc2oc(=N)c(-c3nnc4n3CCCCC4)cc2c1
    2	2	·	0.7	-5	99	3	-11	·	19	1522
COc1cc(OC)c2c(N)c(C#N)c(C(F)(F)C(F)(F)F)nc2c1
    6	3	·	2.8	4	103	4	-10	0.021	-5	1630
CC(C)C(c1nnnn1C1CCCC1)N1CCOCC1 (configuration not stated)
    2	-2	·	2.3	-4	97	5	6	·	-5	1378
CCOc1ccc(C(=O)OCn2nnc3ccccc3c2=O)cc1OC
    8	-3	-5	1.8	5	114	-10	-3	·	-3	1553
c1ccc(CCNc2nc3ccccc3s2)cc1
    6	-4	·	-0.5	6	99	8	5	0.61	-21	1538
CCc1ccc(OCCCOc2ccc(C=O)cc2)cc1
    5	0	·	2.0	2	105	-5	-2	·	-7	1480
Cc1cc(NC(=O)C2CC(=O)OC2c2ccccc2)no1 (configuration not stated)
    0	9	-23	0.7	-5	104	-2	-6	·	-7	1542
COCCn1c(-c2ccccc2)nc2c(c(=O)c3ccccc3n2C)c1=O
    -3	-4	-8	4.5	-9	130	-40	-11	0.34	-1	1434
COc1ccc(OC)c(/C=N/NC(=O)CCN2CCN(C(c3ccccc3)c3ccccc3)CC2)c1
    -1	2	13	0.7	-1	105	0	-9	·	1	1493
N#Cc1c2c(c(NCc3cccnc3)n3c1nc1ccccc13)CCC2
    -1	-1	·	0.1	-5	97	3	6	0.98	6	1519
O=C1CCCC/C1=C/Nc1cccc(C(F)(F)F)c1
    4	4	-11	-0.1	10	98	12	-18	1.5	-27	1741
NNC(=O)CCS(=O)(=O)c1ccc2ccccc2c1
    16	-5	·	1.1	4	98	5	-4	0.58	4	1619
COc1ccc(-c2nc(C#N)c(N3CCN(c4ccccc4)CC3)o2)cc1
    6	11	-13	2.2	-2	99	7	-2	·	-7	1499
Cc1cc(C)n(C(=O)CNc2cccc(Cl)c2C)n1
    -1	1	-2	2.4	9	87	19	0	·	-9	1490
CCOc1cc(CNCc2ccncc2)cc(Br)c1OCc1ccccc1F
    -2	-2	·	1.3	4	75	34	-5	·	8	1584
Cc1ccc(OCC(=O)NC(=S)Nc2cccc(NC(=O)c3ccc(Cl)cc3Cl)c2)cc1
    2	-7	-12	2.9	7	105	-11	2	·	-4	1548
CCCNC(=O)OC[C@H]1O[C@H](CCO/N=C/[C@@H](OC)[C@H](C)/C=C/CC(=O)OC)C=C[C@@H]1Oc1ccc(OC)cc1
    1	1	0	6.8	-1	98	-1	-4	-2.2	8	1351
O=C(Cc1c(C(=O)O)[nH]c2ccccc12)NCCN1CCN(c2ccccc2F)CC1
    4	-2	·	·	1	96	10	7	·	-7	1490
COc1ccccc1OCc1ccc(C(=O)N/N=C/c2ccco2)cc1
    0	4	1	1.4	3	96	6	-4	0.039	11	1488
Cc1ccc(CN(C)CCc2ccccn2)cc1
    1	-4	-17	1.3	-6	105	-1	-7	·	-3	1619
O=C(O)CSC(NC(=O)c1cccnc1)(C(F)(F)F)C(F)(F)F
    4	2	-9	-1.1	0	100	3	0	1.1	-5	1481
O=C(NC(Cc1c[nH]c2ccccc12)C(=O)O)c1cccs1 (configuration not stated)
    3	1	-12	0.6	-3	110	-10	-2	2.1	-10	1477
CCOCCCNC(=O)C(c1ccccc1)N(Cc1cccs1)C(=O)CNC(=O)c1ccccc1 (configuration not stated)
    -4	-3	-3	1.3	-5	101	8	-3	-0.13	-5	1453
COc1ccc2c(c1)C(c1ccccc1)=NNC(c1ccco1)=N2
    2	3	·	2.6	-9	102	2	3	·	-5	1564
O=C(CSc1nnc2sc3ccccc3n12)N1CCN(c2ccccc2)CC1
    -1	-19	-2	3.5	-3	94	8	6	0.95	-4	1496
O=C(c1cccc(NS(=O)(=O)c2cccc(F)c2)c1)N1CCN(c2ccccc2)CC1
    6	6	0	2.0	2	101	2	0	-0.45	-4	1562
CCN(CC)c1nc(C)c2c(c1C#N)CC(C)(C)OC2
    -2	-2	·	0.0	6	101	4	-3	0.28	-6	1609
CCN(CC)S(=O)(=O)c1ccc(Cl)c(NC(=O)COc2ccc(OC)cc2[N+](=O)[O-])c1
    1	3	-14	5.5	-3	113	-5	9	-0.18	-1	1443
CCOc1ccc(S(=O)(=O)N2CCN(c3ccccc3F)CC2)c2cccnc12
    0	0	-4	0.0	4	98	5	-7	-0.57	12	1682
Cc1ccc(Nc2nc(N)nc(CN3CCN(Cc4ccc5c(c4)OCO5)CC3)n2)c(C)c1
    4	-3	-23	0.8	4	97	7	-5	-0.77	-1	1531

# New compounds follow:
# Values run as follows: PPARg SRC-2 ag	PPARg SRC-3 ag	S1P3 antagonist	RAM network inh	PPARg SRC-1 ag	STAT3 act	STAT3 inh	TLR4-MyD88 BLA	ROMK mod	STAT1 blocker	TR-FRET SRC-2 ct
CCC1CCCCN1C(=S)Nc1ccc(C(C)=O)cc1 (configuration not stated)
    -7	-1	-3	-1.2	-7	100	2	-6	-0.23	9	1338
O=C(COC(=O)CCC(=O)c1cccs1)NCc1ccccc1
    3	0	0	0.1	2	101	0	-2	·	-8	1641
Cc1ccc(Nc2ccc(S(=O)(=O)N3CCOCC3)cc2[N+](=O)[O-])cc1C
    11	7	17	4.2	-12	107	-13	1	·	-1	1471
CC(=O)Nc1c(Nc2ccccc2)c2ccccc2oc1=O
    -3	1	-22	1.4	1	97	6	-4	-0.88	-2	1511
CS(=O)(=O)N1CCC(Oc2ccccc2C(=O)N2CCN(CC3CC3)CC2)CC1
    -1	-4	-10	1.1	-4	98	8	-5	1.2	-3	1480
COc1ccc(C2C(C(=O)Nc3ccc(OC)c(OC)c3)c3ccccc3C(=O)N2C)cc1 (configuration not stated)
    -10	-2	-10	0.8	-2	95	14	-1	-0.046	-8	1301
COc1ccc(C(=O)COC(=O)c2nn(C)c(=O)c3ccccc23)c(OC)c1
    11	4	-13	6.5	11	92	17	-6	-0.53	0	1744
NC1=NC(=O)/C(=C/c2cccs2)S1
    -3	2	·	2.1	-2	108	-1	-15	-1.8	-9	1427
